Assay outcomes (PubChem)
Rab9 promoter act = qHTS Assay for Rab9 Promoter Activators; Huh7 Rab9 promoter-luciferase reporter, luminescence, 24 h; Potency, µM (top dose mostly 9.22 µM), for the others: at the highest dose activation, negative = inhibition, most hits filed as activators; 2.8% of 320,000 active; AID 485297, 2010; also: potency is read from the fitted curve at half-maximal effect; % of control where 0% means no effect; nearly all actives have a fitted effect of over 60% in size
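Huh7 reporter line, Rab9 promoter upstream of luciferase. Compound exposure 24 h at 37 °C in reduced-serum medium with 10% FBS. Read-out: luminescence.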
FLuc modulator = qHTS profiling assay for firefly luciferase inhibitor/activator using purifed enzyme and Km concentrations of substrates (counterscreen for miR-21 project); 6.9% of 360,000 active; Potency, µM (top dose mostly 57.5 µM), without a hit: top-dose activity change, negative = inhibition, hits mostly inhibitors; purified FLuc, Km substrates, luminescence inhibition; AID 588342, 2011;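 also: potency is read from the fitted curve at half-maximal effect; plate controls were vehicle for no effect and reference inhibitor for full effect; nearly all actives have a fitted effect of over 55% in size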
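Biochemical qHTS of compounds, final roughly 60 µM downward over six points, against 10 nM purified firefly luciferase using Km concentrations of substrates (10 uM D-luciferin, 10 uM ATP) in Tris acetate pH 7.5 buffer; luminescence output.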
NPC1 prom act = qHTS Assay for NPC1 Promoter Activators; Huh7 NPC1 promoter luciferase reporter, 24 h; Potency, µM (series often up to 9.22 µM), inactives show top-dose activation, most hits filed as activators; 2.4% of 320,000 active;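 also: potency is read from the fitted curve at half-maximal effect; % of control where 0% means no effect; nearly all actives have a fitted effect of over 60% in size; reporter is driven by a mutant NPC1 promoter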
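Quantitative HTS used a cell-based reporter: Huh7 cells stably bearing the NPC1 promoter upstream of luciferase were treated with compounds for 24 h, and promoter activation was read as luminescence.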
RORgamma inh = qHTS for inhibitors of ROR gamma transcriptional activity; Nuclear receptor ROR-gamma (Mus musculus), P51450; Drosophila S2 Gal4-RORgamma UAS-luciferase reporter, 20 h; Potency, µM (highest dose often 53.6 µM), without a hit: top-dose activity change, negative = inhibition, usual class: inhibitors; AID 2551, 2010; 5.4% of 310,000 active; also: potency is read from the fitted curve at half-maximal effect; % is scaled to controls: 0 for no effect and ±100 for the full control effect; nearly all actives have a fitted effect of over 60% in size
Target sequence (P51450 whole entry, looked up, the tested form may be a part): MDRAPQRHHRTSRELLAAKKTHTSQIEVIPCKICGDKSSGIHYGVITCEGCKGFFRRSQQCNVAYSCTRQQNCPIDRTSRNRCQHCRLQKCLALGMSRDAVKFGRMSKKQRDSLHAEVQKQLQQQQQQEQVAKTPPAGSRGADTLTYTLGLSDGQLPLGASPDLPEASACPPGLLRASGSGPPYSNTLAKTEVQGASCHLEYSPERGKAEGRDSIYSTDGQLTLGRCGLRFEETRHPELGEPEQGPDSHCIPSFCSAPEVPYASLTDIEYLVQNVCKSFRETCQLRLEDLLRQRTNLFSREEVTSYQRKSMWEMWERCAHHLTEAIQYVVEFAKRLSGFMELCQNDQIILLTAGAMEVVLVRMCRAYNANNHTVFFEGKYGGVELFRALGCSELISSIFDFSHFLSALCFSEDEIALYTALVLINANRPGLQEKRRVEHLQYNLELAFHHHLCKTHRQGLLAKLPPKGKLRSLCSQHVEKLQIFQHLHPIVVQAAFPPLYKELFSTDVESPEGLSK
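Luminescence from a UAS-regulated Photinus luciferase reporter in stably transfected Drosophila Schneider cells is measured; decreased signal marks ROR gamma inhibition. Fusion expression is induced by 700 uM copper sulfate for 20 hr.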
p53 reactivation = qHTS assay for re-activators of p53 using a Luc reporter | AID 504706, 2011 | 0.063% of 320,000 active | H1299 p53-A138V BP100-luciferase reporter, luminescence, 24 h | Potency, µM (titrated, usually from 92.2 µM), inactives show at the highest dose activity change, positive = activation, usual class: activators; also: potency is read from the fitted curve at half-maximal effect; % of control where 0% means no effect; nearly all actives have a fitted effect of over 45% in size
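H1299 (p53-null), stable ts p53-A138V + BP100-Luc; 1000 cells/well, Opti-MEM/10% FBS; cpd 4 pt, 1:5; 24 h, 37 deg C, 5% CO2; detection reagent 10 min RT; luminescence.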
PKM2 activator = qHTS Assay for Activators of Human Muscle isoform 2 Pyruvate Kinase; Pyruvate kinase PKM (Homo sapiens), P14618; purified PKM2, Kinase-Glo ATP luminescence, activation; response scale: 0% is enzyme alone, no compound; Potency, µM (top dose mostly 57.5 µM), for the others: at the top dose activation, most hits filed as activators; 0.34% of 260,000 active; also: potency is read from the fitted curve at half-maximal effect; % is scaled to controls: 0 for no effect and ±100 for the full control effect; nearly all actives have a fitted effect of over 55% in size
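hPK-M2, >95% pure; 0.1 mM ADP / 0.5 mM PEP final; imidazole pH7.2 buffer w/ 7 mM MgCl2, 50 mM KCl; 1 h RT; Kinase-Glo lum. Intermediate enzyme activity for dual inhibitor/activator qHTS.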
Giardia kill = Small Molecules that selectively kill Giardia lamblia: qHTS | Giardia lamblia trophozoite viability | activity change, % at 7.66 µM, hits read low | 0.15% of 340,000 active | AID 540267, 2011; in the data active = activity change below about -80%; inconclusive = between about -30% and that limit;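 also: parasites exposed to compound for two days anaerobically before the ATP read; % is scaled to controls: 0 for no effect and ±100 for the full control effect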
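ATP-content bioluminescence gauges trophozoite survival. Cells (100/well) receive compound and incubate anaerobically for 48 hrs at 37 deg C; detection reagent follows for 15-30 min at room temperature.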
Gal4-VP16 FLuc = VP16 counterscreen qHTS for inhibitors of ROR gamma transcriptional activity. Drosophila S2 Gal4-VP16 UAS-luciferase, luminescence, 20 h. Potency, µM (top dose mostly 53.6 µM), for inactives: at the highest dose activity, negative = inhibition, actives largely listed as inhibitors. 3.5% of 310,000 active. AID 2546, 2010;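 also: Gal4-VP16 expression switched on by copper sulfate through the metallothionein promoter; potency is read from the fitted curve at half-maximal effect; % is scaled to controls: 0 for no effect and ±100 for the full control effect; nearly all actives have a fitted effect of over 50% in size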
Menin MLL FP TR = qHTS Assay for Inhibitors Targeting the Menin-MLL Interaction in MLL Related Leukemias: Competition With Texas Red Labeled MLL-derived Mutant Peptide; O00255; Menin + Texas Red MLL mutant peptide, fluorescence polarization; Potency, µM (highest dose often 61.6 µM), for the others: at the top dose FP activity change, negative = inhibition, most hits filed as inhibitors; 0.23% of 270,000 active; AID 1768, 2009; active = well fitted inhibition curve with a large enough effect in the polarisation, with a control signal flat, not every such curve was filed as active; inconclusive = small, poorly fitted or top-dose-only effect, or effect the other way, or a change in a side signal; inactive = no such curve, though single readings can be large or run the other way; the % refers to the polarisation; also: potency is read from the fitted curve at half-maximal effect; % of control where 0% means no effect; many of its hits are not listed in these tables
Target sequence (O00255 whole entry, looked up): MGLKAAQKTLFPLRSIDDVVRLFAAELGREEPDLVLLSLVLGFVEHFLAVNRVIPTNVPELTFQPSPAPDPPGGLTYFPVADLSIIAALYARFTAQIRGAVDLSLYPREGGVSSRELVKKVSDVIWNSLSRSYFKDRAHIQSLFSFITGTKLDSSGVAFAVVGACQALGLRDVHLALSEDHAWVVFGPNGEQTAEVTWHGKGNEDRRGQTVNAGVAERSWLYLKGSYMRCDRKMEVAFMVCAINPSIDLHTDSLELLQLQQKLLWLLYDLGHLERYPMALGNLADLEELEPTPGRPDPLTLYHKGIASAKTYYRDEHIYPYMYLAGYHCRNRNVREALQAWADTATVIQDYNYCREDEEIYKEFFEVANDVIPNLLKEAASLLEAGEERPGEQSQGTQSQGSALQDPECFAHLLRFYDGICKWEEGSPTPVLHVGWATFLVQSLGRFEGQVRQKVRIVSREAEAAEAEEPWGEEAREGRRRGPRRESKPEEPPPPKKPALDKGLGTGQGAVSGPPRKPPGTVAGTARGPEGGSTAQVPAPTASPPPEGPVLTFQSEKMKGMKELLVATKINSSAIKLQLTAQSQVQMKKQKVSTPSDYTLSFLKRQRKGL
BRCA1 expr up = qHTS Assay to Identify Small Molecule Activators of BRCA1 Expression | MCF7-BRCA1-FFLuc reporter, luminescence, 48 h; response scale: scaled: vehicle 0%, 10 µM genistein 100% | Potency, µM (highest dose often 46.1 µM), inactives show at the highest dose activation, hits mostly activators | 1.1% of 380,000 active; also: potency is read from the fitted curve at half-maximal effect; nearly all actives have a fitted effect of over 80% in size; some results filed as inactive show a strong effect at the top dose
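Activators of BRCA1 expression were detected as increased firefly luciferase luminescence in engineered MCF7 cells after 48 h compound incubation. Signals were scaled to genistein 10 microM as full activation.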
ELG1 genotoxic = qHTS screen for small molecules that induce genotoxicity in human embryonic kidney (HEK293T) cells expressing luciferase-tagged ELG1; HEK293T ELG1-luciferase reporter, luminescence, 16 h; Potency, µM (doses to about 46 µM), without a hit: top-dose activity change, positive = activation, hits mostly activators; 1.3% of 330,000 active; also: potency is read from the fitted curve at half-maximal effect; % of control where 0% means no effect; nearly all actives have a fitted effect of over 60% in size
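HEK293T cells expressing luciferase-tagged ELG1 were treated with compound or DMSO for 16 hr at 37°C. Luciferase activity was then read after 30 min with ONE-Glo at room temperature; rising signal flags genetic stress.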
Numbers without * were called inactive; ? = inconclusive; / = not tested or not shown; & = joins results of further samples; [ ] = dose if it differs, or a comment. Unless noted, calls follow the shape of the dose curve; as a rule, active = well fitted curve in the direction sought with a large enough effect; inconclusive = small, poorly fitted or top-dose-only effect, or another doubt; inactive = no such curve, though single readings can be large; an effect the other way counts as inactive or inconclusive. These rows are one share of the data; the hit share may differ from the screen's.

Molecule | Rab9 promoter act | FLuc modulator | NPC1 prom act | RORgamma inh | p53 reactivation | PKM2 activator | Giardia kill | Gal4-VP16 FLuc | Menin MLL FP TR | BRCA1 expr up | ELG1 genotoxic
Cc1ccccc1NC(=O)c1ccc(F)c(S(=O)(=O)N2CCN(c3ccccn3)CC2)c1 | -3% | 2% | -3% | ? | 0% | -1% | 3 | ? | ? | -47% | -6%
C/C(O)=C(/C=NCC(=O)O)C(=O)Nc1nccs1 | 0% | 1% | -1% | 0% | 0% | 4% | 6 | -6% | 11% | -10% | 4%
O=C(NC(C(=O)O)c1ccccc1)c1ccccc1 (centres undefined) | -10% | 0% | -3% | -14% | 0% | 0% | ? | -6% | 1% | 12% | -2%
CS(=O)(=O)N1CCN(c2c(Cl)cccc2[N+](=O)[O-])CC1 | 3% | -2% | 0% | 14% | 1% | 0% | -4 | 2% | 1% | 4% | -1%
CC(C)COC(=O)Nc1nnc(Cc2ccccc2)s1 | 6% | -1% | 1% | 39% | -4% | 6% | 10 | 2% | 17% | ? | -2%
O=C(/C(=C(\O)c1ccccc1)c1ncc[nH]1)c1ccccc1 | -3% | 1% | -1% | 13µM* | -3% | -3% | -9 | ? | 8% | -2% | -4%
CC(C)CCNC(=O)C1CCC(=O)N1CCc1ccccc1 (centres undefined) | -8% | -3% | 3% | 26% | -2% | / | 2 | -8% | -2% | -15% | -2%
CC(=O)c1cccc(NC2c3ccccc3C(=O)N2Cc2ccco2)c1 (centres undefined) | -5% | 3% | -4% | ? | -1% | 5% | -9 | ? | / | 1% | -6%
O=C(Oc1ccc(-c2csnn2)cc1)C1CC1 | 0% | 17µM* | -6% | 8% | 5% | -4% | -14 | 2% | / | -2% | 0%
CCOC(=O)c1c(-c2ccccc2)csc1NC(=O)CSc1nc(C)cc(C)n1 | -10% | 5% | -3% | ? | 1% | 7% | 4 | ? | ? | -54% | 1%
CCN1CCN(C(=S)NCCc2ccccc2)CC1 | ? | ? | 22% | 4% | 3% | 6% | -9 | 22% | 1% | ? | 14%
O=C(O)C1CCN(S(=O)(=O)N2CCOCC2)CC1 | -2% | 3% | 1% | -1% | -16% | 0% | -9 | 3% | 6% | 1% | 0%
Cn1c(=O)cc(SCC(=O)N2CCCC2)c2ccc(Cl)cc21 | 0% | 3% | 3% | -8% | -6% | -1% | -3 | -4% | -11% | -35% | 13%
O=S(=O)(c1ccc(Cl)cc1)N1CCN(CCc2ccccc2)CC1 | -2% | -1% | -7% | -5% | 2% | 4% | -28 | 0% | ? | -30% | -3%
Cc1ccc(S(=O)(=O)CC(=O)Nc2c(C)n(C)n(-c3ccccc3)c2=O)cc1 | 0% | 0% | -5% | 6% | -1% | -3% | 20 | 3% | 2% | 3% | -3%
COc1ccc(C(C(=O)NC2CCCCC2)N(Cc2cccs2)C(=O)Cc2c[nH]c3ccccc23)cc1OC (centres undefined) | 1% | 2% | -1% | ? | -10% | 4% | -6 | -7% | 9% | -77%[inhibitor] | -10%
CCN(c1ccc(NC(=O)CSCc2c(C)noc2C)cc1)C(C)C | 2% | -6% | -2% | / | 7% | / | 0 | / | / | -5% | -1%
COCCOC(=O)C1=C(C)NC(=O)NC1c1ccc(Cl)cc1 (centres undefined) | 19% | 7% | 1% | 15% | -7% | 2% | -8 | 0% | -7% | 44% | 0%
CCCCCC(=O)OCCc1c(C)nc2nc[nH]n2c1=O | -18% | -17% | 1% | -22% | -5% | -5% | 18 | 1% | 6% | 0% | -2%
O=C(NCCN1CCOCC1)C1CCN(c2nc3ccccc3o2)CC1 | 7% | 2% | 1% | 6% | 4% | -4% | -10 | -8% | -1% | 2% | 0%
COC(=O)c1ccc2[nH]c(C)cc(=O)c2c1 | -3% | 4% | -3% | 13% | -3% | 7% | -22 | 10% | 0% | 1% | -3%
COc1ccc(N2CCN(C(=O)COC(=O)/C=C/c3ccc(OC(F)F)cc3)CC2)cc1 | -3% | 0% | 3% | / | -2% | / | -5 | / | / | -43% | -2%
Cc1ccc(S(=O)(=O)NCC(=O)OCC(=O)c2cc(C)n(-c3ccccc3)c2C)cc1 | 0% | 15µM* | -1% | 2% | 3% | -9% | 12 | 1% | -6% | 1% | 3%
Cc1cc(NC(=O)Nc2cc(F)ccc2F)no1 | 2% | ? | 7% | 5% | 4% | -10% | -21 | 7% | 13% | -27% | -5%
Cc1ccc(O)c(NC(=O)c2ccc3c(c2)C(=O)N(CC(C)C)C3=O)c1 | ? | 2.4µM* | 2.8µM* | -10% | 14% | -10% | ? | 9% | 20% | 7.9µM* | ?
Cc1cc(-c2nnc(CCC(=O)NCCc3ccccc3F)o2)no1 | 6% | -4% | 2% | 25% | 14% | 1% | -11 | 1% | -14% | 15% | 4%
COc1cc(CN2CCN(c3cccc(C)c3C)CC2)cc([N+](=O)[O-])c1O | -3% | 2% | -3% | 8% | ? | 4% | 1 | 4% | -15% | -14% | 1%
CN(C)c1ccc(S(=O)(=O)N2CCCCC2)cc1NC(=O)CCNC(=O)c1ccco1 | 2% | 2% | 1% | / | 1% | / | 6 | / | / | 7% | 0%
CCOC(=O)N1CCN(C(=O)CN(c2ccccc2OC)S(=O)(=O)c2ccc(OC)cc2)CC1 | -4% | 0% | -6% | 33% | 2% | -1% | 14 | 8% | -21% | 0% | -2%
Oc1ccc(Br)cc1-c1cc(-c2ccccc2Cl)[nH]n1 | -8% | ? | -4% | 2.8µM* | 5% | -3% | 5 | -28% | / | -25% | 0%
COc1ccc(C(C(=O)NC2CCCCC2)N(C(=O)CCCC(=O)Nc2ccccn2)c2ccc3c(c2)OCCO3)cc1 (centres undefined) | 0% | -2% | -8% | 14% | 1% | 0% | -11 | -1% | / | -4% | 1%
COc1ccc2c(Cl)c(C(=O)NC3CCS(=O)(=O)C3)sc2c1 (centres undefined) | 26% | -17% | ? | ? | 14% | -1% | 18 | 6% | -3% | 89% | 15%
O=S(=O)(Nc1nccs1)c1ccc(Cl)cc1 | -5% | 5% | -6% | 0% | -3% | 14% | 14 | -7% | -2% | 1% | -5%
C/C=C/C=C/C(=O)N1CC2(CC(c3cccc(NC(=O)CCCCC)c3)=NO2)C[C@H]1C(N)=O (some centres undefined) | -1% | -17% | -3% | -9% | -2% | 7.9µM* | -18 | -7% | / | 0% | -3%
Cc1ccc(CNC(=O)Cn2cccc2C(=O)c2ccccc2C)cc1 | 20% | -14%&-13% | 2% | ? | 2% | -3% | -12 | 9% | -5% | 58% | 14%
COc1ccc(CCN2C(=O)C3C4CC(C5C(C(=O)NN)=NOC45)C3C2=O)cc1OC (centres undefined) | 2% | -1% | 1% | 1% | -1% | -2% | 7 | 0% | 19% | -15% | -4%
CCOc1ccc(NC(=O)CSc2nnc(N)s2)c([N+](=O)[O-])c1 | 14% | -18% | 1% | -12% | 6% | 19% | 7 | 20% | 10% | 22% | 5%

Ordered by count of non-hydrogen atoms (lowest first): 5 of the compounds above.
Molecule | Rab9 promoter act | FLuc modulator | NPC1 prom act | RORgamma inh | p53 reactivation | PKM2 activator | Giardia kill | Gal4-VP16 FLuc | Menin MLL FP TR | BRCA1 expr up | ELG1 genotoxic
O=C(/C(=C(\O)c1ccccc1)c1ncc[nH]1)c1ccccc1 | -3% | 1% | -1% | 13µM* | -3% | -3% | -9 | ? | 8% | -2% | -4%
CCOc1ccc(NC(=O)CSc2nnc(N)s2)c([N+](=O)[O-])c1 | 14% | -18% | 1% | -12% | 6% | 19% | 7 | 20% | 10% | 22% | 5%
O=S(=O)(c1ccc(Cl)cc1)N1CCN(CCc2ccccc2)CC1 | -2% | -1% | -7% | -5% | 2% | 4% | -28 | 0% | ? | -30% | -3%
CN(C)c1ccc(S(=O)(=O)N2CCCCC2)cc1NC(=O)CCNC(=O)c1ccco1 | 2% | 2% | 1% | / | 1% | / | 6 | / | / | 7% | 0%
COc1ccc(N2CCN(C(=O)COC(=O)/C=C/c3ccc(OC(F)F)cc3)CC2)cc1 | -3% | 0% | 3% | / | -2% | / | -5 | / | / | -43% | -2%
